# A549 viability = counter-screen for Nrf2 inhibitors: cytotoxicity in A549 cells; A549 ARE-Fluc cells, CellTiter-Fluor viability, 18-24 h; Potency, µM (top dose mostly 46 µM), for inactives: at the highest dose activity change, negative = cytotoxicity, most hits filed as inhibitors; 0.16% of 390,000 active; AID 504648; also: potency is read from the fitted curve at half-maximal effect; % is scaled to controls: 0 for no effect and ±100 for the full control effect
#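 A549 ARE_Fluc cells in 5% FBS OPTI-MEM were exposed to compounds in concentration-response for 18-24 h at 37 deg C. Viability was read by CellTiter-Fluor fluorescence (Ex 405/Em 525) after 30 min, before the luciferase read.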
# TGFb inhibitor = inhibitors of TGF-b signaling; AID 588855; 1.2% of 410,000 active; HepG2 CAGA-GFP TGF-b/SMAD3 reporter, GFP fluorescence, 18 h; TGF-beta stimulated, 500 pg/mL final; Potency, µM (series often up to 46.1 µM), without a hit: at the highest dose activity, negative = inhibition, actives largely listed as inhibitors; also: potency is read from the fitted curve at half-maximal effect; % is scaled to controls: 0 for no effect and ±100 for the full control effect; nearly all actives have a fitted effect of over 65% in size
#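 GFP signal (ex488/em500-530) from TGF-beta-stimulated HEPG2 CAGA-GFP cells, 500 pg/mL final, 18 h at 37 degrees C in DMEM plus 1% FBS, normalized to unstimulated and DMSO-stimulated controls.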
# Nrf2 activator = Nrf2 pathway activation. AREc32 ARE-luciferase reporter (MCF7-derived line), luminescence, 24 h. Potency, µM (top dose mostly 46.1 µM), without a hit: at the top dose activation, most hits filed as activators. 0.31% of 410,000 active; also: potency is read from the fitted curve at half-maximal effect; % of control where 0% means no effect; nearly all actives have a fitted effect of over 65% in size
#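 AREc32 cells carrying an ARE-driven firefly luciferase, 1000 cells/well in OPTI-MEM with 5% FBS, dosed after overnight attachment and incubated 24 hr at 37 deg C. Steady-Glo luminescence read after 30 min at RT.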
# ATXN viability = reduces viability in counter-screen for ATXN expression inhibitors. 0.49% of 400,000 active. S2 cells (HEK-293 line with an ATXN2-luciferase reporter) viability, CellTiter-Fluor protease fluorescence, 24 h. Potency, µM (top dose mostly 56.7 µM), actives largely listed as cytotoxic; also: potency is read from the fitted curve at half-maximal effect; nearly all actives have a fitted effect of over 40% in size
# HepG2 tox = kills HepG2 cells in TGF-b inhibitor counter-screen; 0.76% of 410,000 active; HepG2 CAGA-GFP viability, ATP luminescence, 18 h; Potency, µM (titrated, usually from 46.1 µM), inactives show top-dose activity change, negative = cytotoxicity, usual class: cytotoxic; AID 588856; also: potency is read from the fitted curve at half-maximal effect; some results filed as inactive show a strong effect at the top dose
#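 CellTiter-Glo luminescence gave cytotoxicity after 18 hours at 37 degrees C. The cells were HepG2 CAGA-GFP in 1% FBS DMEM, stimulated with 500 pg/mL TGF-beta after compound addition. %Activity was normalised to no-cell wells (complete cell-killing) and DMSO (no toxicity), and curves were fitted and classified.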
# Nrf2 inh = inhibitors of Nrf2 signaling; A549 ARE-Fluc reporter, luciferase luminescence, 18-24 h; 2.1% of 360,000 active; Potency, µM (series often up to 46 µM), for the others: at the top dose activity change, negative = inhibition, actives largely listed as inhibitors; also: potency is read from the fitted curve at half-maximal effect; % is scaled to controls: 0 for no effect and ±100 for the full control effect; nearly all actives have a fitted effect of over 60% in size
#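 Cells were seeded and rested 2 h, then exposed to compounds for 18-24 h. CellTiter-Fluor was read first as a viability measure. BugLite was added 15 min before the final luminescent read of ARE-luciferase activity in A549 cells.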
# MCF10A rerep = induces DNA re-replication in MCF 10a normal breast cells; MCF 10A DNA re-replication, Hoechst nuclear intensity, 48 h; Potency, µM (series often up to 46.1 µM), without a hit: at the highest dose activity, positive = re-replication, actives largely listed as activators; 2.9% of 350,000 active; AID 624296; also: potency is read from the fitted curve at half-maximal effect; % of control where 0% means no effect; nearly all actives have a fitted effect of over 50% in size
# ATXN2 expr inh = inhibitors of ATXN2 expression; AID 1745845; 0.72% of 360,000 active; HEK-293 ATXN2-luciferase reporter, luminescence, 24 h; Potency, µM (titrated, usually from 57 µM), for inactives: at the highest dose activity change, negative = inhibition, most hits filed as inhibitors; also: potency is read from the fitted curve at half-maximal effect; % is scaled to controls: 0 for no effect and ±100 for the full control effect; nearly all actives have a fitted effect of over 55% in size
#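 ATXN2-luciferase reporter cells (luciferase flanked by upstream and downstream ATXN2 gene portions) were treated 24 h at 37 °C with compounds at up to 57 uM. SteadyGlo luminescence gave expression; GF-AFC fluorescence gave viability.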
# IL1B secr inh = inflammasome signaling inhibition, IL-1 beta readout; THP-1 LPS/ATP IL-1B secretion, AlphaLISA, 16 h; active compounds read low; activity change, % at 57.5 µM; 4.7% of 360,000 active; AID 743279; in the data active = activity change below about -50%; inconclusive = mostly about -30% to -49%; also: % is scaled to controls: 0 for no effect and ±100 for the full control effect
#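 Secreted IL-1B measured by AlphaLISA bead assay after 16 h compound exposure of THP-1 cells; compounds (final up to 57.5 uM) added 1 h before LPS (250 ng/mL) and ATP (1.25 mM) stimulation; lower signal means less secretion.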
# The depositor's hits bear a star; i = inactive; ? = inconclusive; . = no result given; & = joins results of further samples; [ ] = dose if it differs, or a comment. Unless noted, calls follow the shape of the dose curve; as a rule, active = well fitted curve in the direction sought with a large enough effect; inconclusive = small, poorly fitted or top-dose-only effect, or another doubt; inactive = no such curve, though single readings can be large; an effect the other way counts as inactive or inconclusive.
# Second line of a record – A549 viability	TGFb inhibitor	Nrf2 activator	ATXN viability	HepG2 tox	Nrf2 inh	MCF10A rerep	ATXN2 expr inh	IL1B secr inh
Cc1ccc(S(=O)(=O)NCC(=O)N2CCN(c3ccccn3)CC2)cc1
→ 5%	-11%	-0.5%	i	3%	.	-15%	1%	1
C=CCC[C@H](CCCCC)OC(=O)/C=C/[C@@H](O)[C@H](O)C[C@@H](O)CC=C
→ .	.	7.5%	?	.	.	.	-10%	-2
CCOC(=O)CNC1CC(=O)N(c2cccc(Cl)c2)C1=O (stereo not given)
→ 5%	-2%	0.0%	i	12%	6%	-33%[inhibitor]	-29%	13
CSc1cccc(NC(=O)COc2ccccc2C)c1
→ 5%	-13%	-0.5%	i	-35%	5%	2%	28%	-6
CCc1ccc(S(=O)(=O)Nc2nccs2)cc1
→ 1%	-16%	1.9%	i	-13%	-13%	?	3%	-21
Cc1cccc(NC(=O)Nc2ccc(Oc3c(F)c(F)c(F)c(F)c3F)cc2)c1
→ -4%	-32%	-0.7%	i	-2%	4%	0%	3%	24
CC1=C(C)CC(C(=O)NCc2c(F)cccc2Cl)C(C(=O)O)C1 (stereo not given)
→ -3%	2%	0.1%	i	9%	-4%	-5%	-7%	28
Cc1csc(NC(=O)C(NS(=O)(=O)c2ccc(Br)s2)c2ccccc2)n1 (stereo not given)
→ -1%	-60%	0.4%	i	-16%	-11%	11%	5%	6
COc1ccc(NC(=O)Cn2ncc3c(C)n(Cc4cccc(Cl)c4)c(C)c3c2=O)cc1
→ 1%	?	-0.6%	.	-1%	24%	.	.	.
CCC(C)c1ccccc1NS(=O)(=O)c1cnn(CC)c1 (stereo not given)
→ 4%	-7%	-0.2%	i	2%	1%	5%	-8%	25
O=C(CCS(=O)(=O)c1ccc(Cl)cc1)NCCC1=CCCCC1
→ -3%	1%	-0.9%	i	3%	12%	3%	3%	11
Cc1cc(C)cc(C(=O)NC(CC(N)=O)c2ccc(NCCN3CCCC3)c([N+](=O)[O-])c2)c1 (stereo not given)
→ 7%	-2%	-0.6%	i	4%	?	1%	13%	3
O=S(=O)(NCC(c1cccnc1)N1CCN(c2ccc(F)cc2)CC1)c1ccc(F)cc1 (stereo not given)
→ -2%	-8%	0.2%	i	-8%	0%	0%	3%	3
CN1C(=O)/C(=C\c2cccc(OCc3ccccc3)c2)SC1=S
→ -3%	3%	0.2%	i	9%	4%	4%	-3%	20
O=C(Cn1nc(Cl)nc1Cl)Nc1ccccc1
→ 1%	10%	-0.5%	i	19%	4%	?	-2%	19

# The results go on:
# Second line of a record – A549 viability	TGFb inhibitor	Nrf2 activator	ATXN viability	HepG2 tox	Nrf2 inh	MCF10A rerep	ATXN2 expr inh	IL1B secr inh
CC(=O)Nc1ccccc1OCC(=O)NCCc1ccc(Cl)cc1Cl
→ 15%	-10%	2.0%	i	-7%	?	6%	0%	8
CCc1ccc(NC(=O)CN2CCSc3ccc(S(=O)(=O)N4CCCC4)cc32)cc1
→ -27%	?	0.7%	?	-17%	.	.	-17%	.
Cc1ccc(C(=O)Nc2ccc3c(c2)OCO3)cc1NC(=O)c1ccco1
→ -7%	1%	5.5%	.	-10%	11%	-4%	15%	5
CC(CNC(=O)Cn1ccc(N)nc1=O)c1ccccc1 (stereo not given)
→ 2%	-1%	-1.6%	i	-1%	1%	1%	9%	-4
CCN(CC1CCCO1)C(=O)c1cc(COc2ccc(OC)cc2Cl)on1 (stereo not given)
→ 2%	5%	-0.5%	i	12%	6%	14%	21%	8
COc1ccc(NC(=O)Cn2c(NCC(C)O)nc3ccccc32)cc1Cl (stereo not given)
→ 2%	4%	0.4%	i	-4%	23%	5%	.	-3
COCCCNC(=O)c1[nH]c2ccccc2c1Sc1ccc(C)cc1
→ -3%	129%[activator]	1.2%	i	-5%	?	.	15%	.
CCCCNC(C(=O)Nc1cccc(S(=O)(=O)N2CCOCC2)c1)c1ccccc1 (stereo not given)
→ 4%	-3%	0.6%	i	-17%	?	6%	.	0
CC(C)C1C(=O)Nc2ccc(S(=O)(=O)NCCc3ccc(Cl)cc3)cc21 (stereo not given)
→ 0%	?	0.0%	i	-49%	?	.	?	.
O=C(COc1ccccc1F)OCc1cc(=O)n2nc(C3CC3)sc2n1
→ 7%	-9%	-0.3%	i	-8%	20%	.	-1%	.
C=CCC(C#Cc1ccc(C)cc1)N(CC)CC (stereo not given)
→ 0%	3%	0.2%	i	-3%	.	-6%	-1%	-10
O=C(Cn1nnc(-c2cccs2)n1)NCc1ccco1
→ 3%	-28%	0.2%	i	-3%	4%	9%	.	28
CS(=O)(=O)N1Cc2ccccc2CC1C(=O)OCC(=O)NCc1ccccc1 (stereo not given)
→ 0%	-2%	-0.7%	i	3%	-5%	-4%	7%	-5
Cc1ccc2nc(SCn3nnc4ccccc4c3=O)[nH]c2c1
→ -10%	0%	4.7%	i	-17%	?	?	39%[activator]	46
CCOC(=O)N(C)C[C@@H]1OCc2ccccc2-c2c(n(C)c3ccccc23)C(=O)N([C@H](C)CO)C[C@H]1C
→ .	-5%	-0.4%	i	-31%	.	.	-18%	-3

# (continued)
# Second line of a record – A549 viability	TGFb inhibitor	Nrf2 activator	ATXN viability	HepG2 tox	Nrf2 inh	MCF10A rerep	ATXN2 expr inh	IL1B secr inh
O=C1/C(=C\c2ccsc2)N2CCC1CC2
→ -2%	-14%	-0.3%	i	-17%	-4%	-1%	3%	-12
COc1ccc(NC(=O)c2cc3nc(-c4ccc(Cl)c(Cl)c4)cc(C(F)(F)F)n3n2)c(OC)c1
→ -1%	1%	0.8%	.	6%	-4%	.	.	.
O=C(CCc1nnc(-c2ccccc2)o1)c1ccc(Cl)cc1
→ 0%	1%	-0.4%	i	-33%	-11%	2%	-9%	-19
c1ccc(Cn2c(Sc3nnnn3-c3ccccc3)nnc2-c2ccccc2)cc1
→ 3%	-1%	7.9%	i	-9%	-12%	-5%	0%	-59*
Cc1ccccc1NC(=O)c1ccc(-n2cncn2)nc1
→ 5%	3%	2.5%	i	4%	16%	3%	-3%	-5
O=C(NCc1nc2ccccc2[nH]1)C1=C[C@@H](c2ccccc2)C[C@@H](OCCCCO)O1
→ 0%	-1%	3.5%	i	-5%	7%	1%	4%	2
COc1ccc(CNC(=S)Nc2ccc3nc(N4CCN(C)CC4)cc(C)c3c2)cc1
→ -4%	?	10.0%	i	-51%	-10%	?	-1%	-101*
O=C(NNC(=O)c1ccc[nH]1)Nc1cccc(C(F)(F)F)c1
→ 2%	10%	2.0%	i	-14%	?	1%	36%[activator]	0
O=C(CCOc1cccc(Br)c1)Nc1ccc(F)c(S(=O)(=O)N2CCOCC2)c1
→ -1%	-24%	3.5%	i	-33%	?	?	-27%	?
Cn1c(COc2ccc3ccccc3c2)nnc1SCC(=O)O
→ 3%	1%	0.0%	?	-3%	13%	1%	-11%	17
O=C(O)c1ccccc1C(=O)Nc1cc(-c2ccccc2)[nH]n1
→ -4%	17%	-0.5%	i	-10%	8%	1%	-11%	0
COc1ccc(CN2CCNC(=O)C2CC(=O)N(C)CC2CCOCC2)cc1C (stereo not given)
→ -2%	-1%	0.3%	i	-7%	11%	-4%	2%	11
CCN(CC)CCOC(=O)C1(C2CCCCC2)CCCCC1
→ 6%	-9%	0.0%	i	-20%	5%	?	-11%&-18%	-7
CCN(CCC(=O)Nc1cc(OC)cc(OC)c1)Cc1ccccc1
→ 1%	-6%	2.5%	i	-23%	8%	19%	-21%	-11
CCn1cc([N+](=O)[O-])c(C(=O)Nc2ccc(Cn3nc(C)cc3C)cc2)n1
→ -14%	-3%	-0.3%	?	-73%	?	1%	3%	-2

# Look-ups from the entries so far:
# Nrf2 activator result of CCN(CC)CCOC(=O)C1(C2CCCCC2)CCCCC1 : 0.0%
# MCF10A rerep result of Cc1ccccc1NC(=O)c1ccc(-n2cncn2)nc1 : 3%

# Continued:
# Second line of a record – A549 viability	TGFb inhibitor	Nrf2 activator	ATXN viability	HepG2 tox	Nrf2 inh	MCF10A rerep	ATXN2 expr inh	IL1B secr inh
CN(C)C(=O)COc1ccc2c3c(c(=O)oc2c1)CCCC3
→ 8%	-1%	-0.3%	i	-1%	-5%	?	.	-12
OC(COc1cccc2ccccc12)CN1CCOCC1 (stereo not given)
→ 2%	5%	0.4%	i	-5%	-2%	0%	-4%	3
CN(C(=O)COc1ccccc1C(=O)NCCc1ccccc1)c1ccccc1
→ 0%	-6%	4.1%	i	2%	1%	18%	37%[activator]	-25
COc1ccc(/C(N)=N/OC(=O)CCCc2ccccc2)cc1
→ 10%	-8%	2.6%	i	-21%	8%	8%	19%	4
O=C(NCCc1ccccc1Cl)C1CCN(c2nc3ccccc3nc2C(F)(F)F)CC1
→ 11%	-26%	-0.6%	i	-10%	?	.	-4%	.
CC(C)(C)OC(=O)N1CCN(C(=O)c2nc[nH]c2C(=O)N2CCN(C(=O)OC(C)(C)C)CC2)CC1
→ 3%	-15%	-0.6%	i	2%	1%	22%	5%	4
COc1ccc(-n2c(=O)c3c4c(sc3n(CC(=O)NCC3CCCO3)c2=O)CN(C(C)=O)CC4)cc1OC (stereo not given)
→ .	-27%	-1.3%	?	-58%	.	.	.	0
COc1ccc(CNS(=O)(=O)c2cn(C)c(=O)n(C)c2=O)cc1
→ 11%	-5%	0.5%	i	-28%	21%	-1%	-14%	10
Cc1ccc(NC(=O)c2ccc(=O)[nH]n2)cc1S(=O)(=O)Nc1ccc(SC(F)F)cc1
→ -11%	-21%	4.0%	i	-29%	21µM*	0%	.	7
O=C1NCCOC(=O)[C@H](Cc2ccc(F)cc2)C/C=C\C[C@@H]1CC(=O)N(CCO)Cc1ccccc1
→ -8%	?	3.8%	i	-4%	?	23%	0%	5
C=CCn1c(SCC(=O)/C(C#N)=C(\C)N)nc2sc(C)c(C)c2c1=O
→ -11%	0%	-0.5%	i	-4%	-18%	?	-4%	6

# Screening data from PubChem.
